RAM network inh: blocks the yeast RAM network; S. cerevisiae dse1pr::URA3 reporter, 5-FOA growth OD615, 2 d; analog-sensitive cbk1-as2 kinase mutant strain; inhibition, % at 50 µM; 190,000 tested, 1.8% active; AID 868;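 active means inhibition above a set limit, 3 SD over mean compound inhibition, cut at about 8.4% in these data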;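 further: 0% = DMSO-only wells with no growth and 100% = 10 µM 1-NA-PP1 full growth; inhibition rescues growth on 5-FOA so higher OD means more RAM inhibition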
TNAP act hi DEA: activators of human TNAP at high phosphate acceptor concentration. purified TNAP, CDP-star luminescence, 1 M DEA, 30 min; hits give high values; 0 = EDTA background, 1 = DMSO-only activity. 200,000 tested, under 10 active. P05186. activation factor at 20 µM;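 active means activation factor at least 2 at 20 µM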
Target sequence (P05186 whole entry, looked up): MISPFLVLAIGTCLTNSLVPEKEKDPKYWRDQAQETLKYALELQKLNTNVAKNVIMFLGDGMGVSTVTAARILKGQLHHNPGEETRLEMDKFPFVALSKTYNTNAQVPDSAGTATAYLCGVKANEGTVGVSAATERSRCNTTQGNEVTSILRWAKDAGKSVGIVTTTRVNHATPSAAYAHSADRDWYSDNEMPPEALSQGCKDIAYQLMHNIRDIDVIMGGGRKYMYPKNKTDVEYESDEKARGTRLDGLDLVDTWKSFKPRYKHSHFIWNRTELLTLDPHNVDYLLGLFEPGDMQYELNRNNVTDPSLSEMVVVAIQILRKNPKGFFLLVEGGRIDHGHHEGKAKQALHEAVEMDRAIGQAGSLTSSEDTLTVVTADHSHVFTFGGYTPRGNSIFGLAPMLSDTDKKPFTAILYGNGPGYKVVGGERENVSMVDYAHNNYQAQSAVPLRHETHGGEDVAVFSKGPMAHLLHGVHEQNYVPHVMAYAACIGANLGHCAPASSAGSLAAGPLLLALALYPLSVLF
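system = human TNAP | amount = enzyme diluted 1/800 final | reagent = 100 µM CDP-star substrate | signal = luminescent substrate turnover signal | dosing = one dose, 20 µM | benchmarks = EDTA negative control, DMSO positive control | measure = activation factor | timing = 30 min reaction, room temperature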
FLuc stim CS: firefly luciferase counter-screen for stimulation assays | P08659 | ATPlite luciferase biochemical, luminescence, 10 min; 0 = ATP-free wells, 1 = DMSO control | activation factor at 10 µM | 200,000 tested, under 10 active | AID 1027;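 active means luciferase activation factor, scaled between plate controls, of at least 2 with compound at 10 µM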
Target sequence (P08659 whole entry, looked up): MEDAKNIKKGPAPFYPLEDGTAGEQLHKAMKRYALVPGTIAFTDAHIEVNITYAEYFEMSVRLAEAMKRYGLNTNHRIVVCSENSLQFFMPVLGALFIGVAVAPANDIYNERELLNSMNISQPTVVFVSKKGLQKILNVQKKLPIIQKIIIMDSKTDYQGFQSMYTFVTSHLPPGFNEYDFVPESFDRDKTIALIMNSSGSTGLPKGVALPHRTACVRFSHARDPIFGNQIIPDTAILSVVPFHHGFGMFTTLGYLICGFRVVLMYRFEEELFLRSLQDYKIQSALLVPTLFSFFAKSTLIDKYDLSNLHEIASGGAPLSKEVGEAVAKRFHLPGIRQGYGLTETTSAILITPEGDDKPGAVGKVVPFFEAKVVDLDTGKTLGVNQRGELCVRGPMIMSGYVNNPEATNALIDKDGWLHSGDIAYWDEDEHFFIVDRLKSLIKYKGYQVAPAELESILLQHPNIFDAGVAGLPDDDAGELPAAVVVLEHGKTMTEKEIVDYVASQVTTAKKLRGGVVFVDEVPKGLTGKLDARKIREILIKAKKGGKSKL
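Material: Luciferase/luciferin reagent mix | Doses: Test compounds dosed from 2 mM stocks in 100% DMSO | Timing: 10 min incubation after luciferase reagent addition, room temperature | Measured by: Luminescence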
L major viab: Leishmania major promastigote growth inhibition | inhibition, % at 10 µM | 200,000 tested, 9% active | Leishmania major promastigotes, resazurin fluorescence viability; in the data active means inhibition above about 50%;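 further: promastigotes grown with compound for 44 hours at 28 °C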
FLuc inhib CS: inhibits firefly luciferase, flagging false hits in luciferase inhibition screens; P08659; ATPLite firefly luciferase biochemical luminescence, 10 min; inhibition, % at 10 µM; 200,000 tested, 1.5% active; AID 1006;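 active means inhibition above about 50% when tested at 10 µM, limit read from the data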
APP 5UTR inh: APP translation inhibition; AID 1285; SH-SY5Y APP 5'UTR-luciferase reporter, luminescence; inhibition, % at 2 µM; 190,000 tested, 0.82% active;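 active means inhibition above a set limit, derived from the sample mean plus 3 SD, cut at about 45% in these data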; further: values of inactives mirror those of a sister screen read the other way
bIAP activator: intestinal alkaline phosphatase (bovine) activation; purified bovine IAP, CDP-star luminescence, 30 min; hits give high values; fold of DMSO-control signal, blank-subtracted; activation factor at 20 µM; 200,000 tested, 0.17% active;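 active means activation factor of 2 or more at 20 µM, a signal rise over negative controls twice the positive control's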
bIAP inh: blocks bovine intestinal alkaline phosphatase activity; purified bovine IAP, CDP-star luminescence, 30 min; inhibition, % at 20 µM; 190,000 tested, under 10 active; AID 1019;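 active means over 50% inhibition of intestinal alkaline phosphatase at 20 µM in the single-dose screen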
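Incubation: 30 min reaction at room temperature / Material: purified bovine intestinal alkaline phosphatase (IAP) enzyme / Input: enzyme at 1/65,000,000 dilution / Dosing: 20 µM single dose / Signal: CDP-star luminescence signal / Reagent: CDP-star chemiluminescent phosphatase substrate, 30 µM final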
TNAP inh no acc: blocks human TNAP activity with no phosphate acceptor present; purified TNAP, CDP-star luminescence, 30 min; inhibition, % at 20 µM; 200,000 tested, 0.26% active;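 active means tissue-nonspecific alkaline phosphatase inhibition above about 50% at 20 µM in the single-dose screen, limit read from the data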;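 further: 0% = DMSO negative control and 100% = EDTA positive control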
TNAP inh hiacc: inhibitors of human TNAP at high phosphate acceptor concentration | P05186 | purified TNAP, CDP-star luminescence, 1 M DEA | inhibition, % at 20 µM | 200,000 tested, 0.03% active;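 active means over 50% inhibition of tissue-nonspecific alkaline phosphatase at 20 µM in the single-dose screen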;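 further: plate controls were DMSO wells for no effect and EDTA-quenched wells as full inhibition for full effect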
* marks the source's active call; other numbers are inactive results; / = not tested or not shown.

SMILES | RAM network inh | TNAP act hi DEA | FLuc stim CS | L major viab | FLuc inhib CS | APP 5UTR inh | bIAP activator | bIAP inh | TNAP inh no acc | TNAP inh hiacc
CCN(CC)CCCOc1ccc(C)cc1Br | -0.5 | 1.1 | 1 | 94* | 1 | / | 1 | -2 | -17 | -8
C/C(=N\NC(=O)C1CC1)c1ccc(NC(=O)c2ccc(Br)o2)cc1 | 1.0 | 1 | 1 | 6 | -2 | -36 | 1.3 | -25 | 0 | 0
Cc1cnccc1CNC(=O)CC1C(=O)NCCN1CC(C)(C)C (stereo not given) | 0.7 | 1.1 | 1 | -10 | -2 | -4 | 1.1 | -7 | -5 | -5
COc1ccc(N2C(=O)C3CCCN3C2c2cccc(F)c2)cc1Cl (stereo not given) | -0.9 | 1.1 | 1.1 | 0 | -6 | 3 | 1 | 0 | -9 | -6
Cc1cccc(CN2CCN(C(=S)Nc3ccccc3)CC2)c1 | 1.5 | 1.1 | 1 | -5 | -1 | -27 | 1 | 5 | -5 | -5
CC1=Nc2ccccc2/C1=C/c1c(N)n2c(S(=O)(=O)CC(C)C)nsc2nc1=O | 3.5 | 1 | 1.1 | -10 | -6 | 8 | 1.1 | -9 | 21 | 3
O=S1(=O)CCN=C2SC3=C(CCCC3)N21 | 0.9 | 1.1 | 1.1 | -9 | -7 | 14 | 1 | 0 | -10 | -7
CCOc1ccc(N(CC(=O)Nc2ccc3c(c2)OCCO3)S(=O)(=O)c2c(C)noc2C)cc1 | 2.9 | 1.1 | 1.1 | 1 | -7 | -16 | 1 | 1 | -9 | -6
CC1(C)CC(=O)C/C(=N\NC(=O)C2CC2c2ccccc2)C1 (stereo not given) | 0.8 | 1 | 1 | -8 | 1 | -20 | 1.3 | -29 | -2 | 2
Cc1cc(Oc2ccc(=O)n(C)n2)nc(=S)[nH]1 | 0.7 | 1 | 1.1 | -1 | -6 | 22 | 1.2 | -20 | -4 | -3
Cc1ccc(-c2nc(NCc3ccco3)n(S(C)(=O)=O)n2)cc1 | 2.5 | 1 | 1 | 10 | -2 | -19 | 0.8 | 17 | -5 | -2
CCN1CCN(c2cc(C)c3cc(NC(=S)N4CCC5(CC4)OCCO5)ccc3n2)CC1 | 0.0 | 1 | 1 | 7 | -4 | -7 | 1.1 | -9 | -17 | -4
CCOC(=O)/C=C/C(=O)OCC(=O)Nc1ccc(OC)c(Cl)c1 | -0.8 | 1 | 1 | -4 | -4 | 4 | 1.2 | -24 | -13 | 0
O=C(Nc1cccs1)NC1CCCC1 | 1.8 | 1 | 0.9 | -7 | 7 | -7 | 0.9 | 6 | -10 | -2
Cn1nnnc1SCC(=O)NNC(=O)c1ccc(F)cc1 | 0.6 | 1 | 1 | -8 | -2 | -4 | 1 | -1 | 0 | 1

Overlap with the part before: 3 compounds, followed by the next part.
SMILES | RAM network inh | TNAP act hi DEA | FLuc stim CS | L major viab | FLuc inhib CS | APP 5UTR inh | bIAP activator | bIAP inh | TNAP inh no acc | TNAP inh hiacc
CCOC(=O)/C=C/C(=O)OCC(=O)Nc1ccc(OC)c(Cl)c1 | -0.8 | 1 | 1 | -4 | -4 | 4 | 1.2 | -24 | -13 | 0
O=C(Nc1cccs1)NC1CCCC1 | 1.8 | 1 | 0.9 | -7 | 7 | -7 | 0.9 | 6 | -10 | -2
Cn1nnnc1SCC(=O)NNC(=O)c1ccc(F)cc1 | 0.6 | 1 | 1 | -8 | -2 | -4 | 1 | -1 | 0 | 1
CCOC(=O)c1c(C)c(C(=O)NCc2cccs2)c(C)n1C | -0.1 | 1.1 | 1 | -3 | -1 | -1 | 1 | 2 | -8 | -5
O=C(Oc1ccc(N2C(=O)CCC2=O)cc1)c1ccco1 | 1.5 | 1 | 1.1 | -8 | -6 | -14 | 0.9 | 6 | -6 | -5
O=C(Cn1cnc2ccccc21)c1ccc(Br)cc1 | 0.6 | 1 | 1 | 5 | -2 | -9 | 1 | 4 | 3 | 1
COc1ccc(Nc2nc(N3CCCC3)nc3ccccc23)c(OC)c1 | 0.7 | 1.1 | 1 | 100* | -5 | 36 | 1 | 0 | -14 | -8
Nc1nc(-c2ccc(Cl)cc2)c(S(=O)(=O)c2ccccc2)s1 | 1.5 | 1 | 1 | 6 | -2 | 25 | 1 | 1 | -9 | -3
Cc1ccc(NC(=O)C2CCCO2)cc1[N+](=O)[O-] (stereo not given) | 0.5 | 1 | 1 | -4 | -2 | -2 | 1 | -4 | -13 | 5
COc1ccc(NC(=O)C(C/C=C(/C)Cl)C(C)=O)cc1 (stereo not given) | 0.2 | 1 | 1 | -2 | -5 | -5 | 1 | 2 | -6 | 4
CC1CCN(c2nc3ccc(C(=O)O)cc3s2)CC1 | 1.6 | 1 | 0.4 | -2 | 58* | 46* | 0.8 | 18 | -9 | -4
O=S(=O)(c1ccc(S(=O)(=O)N2CCCN(Cc3ccccc3)C2)cc1)N1CCCCCC1 | 0.3 | 1 | 1 | 76* | -4 | -7 | 0.9 | 6 | -5 | -1
CCN(CC)CCNC(=O)CNC(=S)N(CCCN1CCOCC1)Cc1cccs1 | 1.1 | 1 | 1 | 3 | -3 | -13 | 1.4 | -40 | -67 | 2
COc1cc(SC)ccc1C(=O)OCC(=O)NC1CCCCC1 | 2.3 | 1 | 1 | 6 | -4 | -33 | 1 | 4 | -13 | -5
CC(=O)Nc1ccc(S(=O)(=O)N(c2cccnc2)S(=O)(=O)c2ccc(NC(C)=O)cc2)cc1 | 10.0* | 1 | 1.1 | -3 | -5 | 0 | 0.9 | 8 | -10 | -1
O=c1c(Cl)c(Cl)cnn1Cc1nnc(-c2ccccc2Br)o1 | 2.1 | 1 | 1 | 99* | -1 | 94* | 1 | 3 | -9 | -2
Cc1cc(Nc2ccc(Cl)cc2)n(-c2cccc(Cl)c2)n1 | 5.5 | 1.1 | 1.1 | 6 | -12 | 33 | 0.5 | / | -4 | -7
N#Cc1nc(COc2ccc(Cl)cc2)oc1NCc1ccc2c(c1)OCO2 | 7.0 | 1 | 1 | 75* | -4 | 5 | 0.8 | 22 | -12 | -3
Cc1ccc(-c2csc3ncn(CC(=O)N4CCOCC4)c(=O)c23)cc1C | 2.3 | 1 | 1.1 | 40 | -5 | 17 | 1 | 0 | -21 | -5
O=C(O)CSCCCC(=O)Nc1ccc(Br)cc1 | 0.1 | 1.1 | 1 | -9 | -3 | -10 | 1 | 4 | -1 | -5
CN(C)C(=O)/C(C#N)=C\c1cc(Br)c(Sc2ccc(Cl)cc2)o1 | 6.6 | 1 | 1.1 | 19 | -5 | -10 | 1 | 4 | -2 | 0
CSCCC(NS(=O)(=O)c1ccc2ccccc2c1)C(=O)OCC(=O)c1ccc(C(C)C)cc1 (stereo not given) | 15* | 1 | 1 | 87* | 1 | -21 | 0.8 | 24 | -4 | -3
Cc1cc(=O)[nH]c(SCC(=O)C23CC4CC(CC(C4)C2)C3)c1C#N | 5.5 | 1 | 1 | -5 | -4 | -5 | 0.9 | 5 | -16 | -5
Cc1ccc2c(c1)cc1c(=O)[nH]ncn12 | 4.2 | 1 | 0.7 | 0 | 30 | -25 | 1 | 3 | -5 | -4
Cc1cccc(Oc2ccc(C(=O)NC3CCSC3=O)cn2)c1C (stereo not given) | 1.6 | 1 | 1.1 | 2 | -6 | 3 | 0.9 | 12 | -6 | -1
CS(=O)(=O)Nc1ccc(Cc2ccc(NS(C)(=O)=O)cc2)cc1 | 2.2 | 1 | 1 | -6 | -4 | 2 | 0.9 | 7 | -10 | -3
CSc1ccccc1NC(=O)COC(=O)c1ccccc1O | 2.6 | 1 | 1 | -7 | -2 | -11 | 1 | 2 | -4 | -1
CCCn1c(SC(C)C(=O)O)nc2ccccc21 (stereo not given) | -1.2 | 1 | 1 | 0 | -4 | 1 | 0.9 | 13 | -5 | -1
Cc1[nH]c2ccccc2c1C(=O)NS(=O)(=O)Nc1ccc(F)cc1 | 1.2 | 1 | 1 | -11 | -4 | -4 | 1.1 | -10 | -9 | -4
Cc1ccc(NC(=O)NC2CCN(S(=O)(=O)c3ccc(F)cc3)CC2)cc1 | 2.2 | 1.1 | 1 | -1 | -3 | -3 | 0.9 | 6 | -14 | -8
O=C(ON=C1CCN(S(=O)(=O)c2ccccc2)CC1)c1ccc(Cl)cc1 | 1.1 | 1 | 1 | -7 | 0 | -7 | 0.9 | 8 | -4 | -2
CNC(=O)CN(C)S(=O)(=O)c1ccc(F)cc1 | -0.5 | 1 | 1.1 | 4 | -8 | -8 | 0.9 | 7 | -11 | -2
CCNc1nc(NC(C)C)nc(N(C#N)C(C)C(=O)N(C)C)n1 (stereo not given) | -1.5 | 1.1 | 1 | -4 | -3 | 3 | 0.9 | 6 | -8 | -5
CCOc1ccc(CN2CCN(S(=O)(=O)c3ccc(NC(C)=O)cc3)CC2)cc1 | 0.7 | 1 | 1 | -3 | 1 | -30 | 1 | 4 | -6 | -4
COc1cc(OC)cc(C(=O)NC(=S)Nc2ccc3c4c(cccc24)CC3)c1 | 4.5 | 0.9 | 1 | -8 | -3 | 11 | 0.7 | 29 | -9 | 5
Cc1nc2c(c3c1[nH]c1ccccc13)C(O)CC(C)(C)C2 (stereo not given) | 0.3 | 1 | 1.1 | 45 | -6 | 0 | 0.7 | 31 | -6 | -4
Cc1ccccc1NCC(=O)N/N=C/c1c(C)c(C(=O)c2ccc(Cl)cc2)n2ccccc12 | 5.6 | 0.9 | 1 | 1 | -5 | -15 | 1 | -3 | 6 | 6
CN(C(=O)c1ccc2c(c1)CCN2S(C)(=O)=O)c1ccccc1 | 0.4 | 1 | 1 | 7 | -4 | 7 | 1 | 2 | -3 | 0
CCc1ccc(NC(=O)COC(=O)CCc2nc3cc(S(=O)(=O)N(CC)CC)ccc3n2C)cc1 | 1.4 | 1 | 0.9 | -4 | 7 | -22 | 0.9 | 10 | 0 | 1
Cc1cccc(N2CC(C(=O)OCc3ccc([N+](=O)[O-])cc3)CC2=O)c1 (stereo not given) | 3.5 | 1 | 1 | -1 | -3 | -2 | 1 | -2 | -7 | -1
Cc1ccc(-c2nc3ncccn3c2NC2CCCC2)o1 | 0.0 | 1 | 1 | 0 | -5 | 7 | 0.9 | 14 | -5 | -1
CC(=O)N1CN(C2CCCC2)Cc2c1sc1c2CCCC1 | 0.3 | 1 | 1 | 4 | 3 | -20 | 1 | 0 | -7 | 4
NC(=O)c1oc2ccccc2c1NC(=O)C1CCCCC1 | 2.0 | 1 | 1 | -9 | -4 | 19 | 0.9 | 6 | -7 | 0
O=C(CCS(=O)(=O)c1cccc2nsnc12)N1CCN(c2ccccc2F)CC1 | -0.5 | 1.1 | 1 | -7 | -1 | -5 | 1 | -4 | -5 | -8

Rewritten with tabs: part of the list above.
Molecule	RAM network inh	TNAP act hi DEA	FLuc stim CS	L major viab	FLuc inhib CS	APP 5UTR inh	bIAP activator	bIAP inh	TNAP inh no acc	TNAP inh hiacc
CC(=O)N1CN(C2CCCC2)Cc2c1sc1c2CCCC1	0.3	1	1	4	3	-20	1	0	-7	4
NC(=O)c1oc2ccccc2c1NC(=O)C1CCCCC1	2.0	1	1	-9	-4	19	0.9	6	-7	0

Screening data (PubChem BioAssay)
